Source: PubChem
MITF inh: MITF inhibitors, primary screen, biochemical, AlphaScreen, human; Microphthalmia-associated transcription factor (Homo sapiens), O75030; AlphaScreen MITF homodimerization, bead proximity signal; inhibition, % at 2.6 µM; 650,000 tested, 0.91% active; in the data active = inhibition above about 50%;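 also: 0% = vehicle wells with protein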
TEAD-YAP inh: TEAD-YAP interaction inhibition, primary screen, TEAD-YAP interaction inhibitor project, luminescence, HEK-TIYL cells | TEAD-Gal4/YAP UAS-luciferase luminescence | inhibition, % at 9.12 µM | 640,000 tested, 1.4% active | AID 1259422, 2018; in the data active = inhibition above about 32%;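 also: 0% = median of test compound wells and 100% = reference inhibitor wells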
FBW7 activator: FBW7 E3 ligase activators, primary screen, biochemical, AlphaScreen, human; normalized activity (activation), % at 26.1 µM; F-box/WD repeat-containing protein 7 (Homo sapiens), Q969H0; 650,000 tested, 0.13% active; AlphaScreen FBW7–phospho-cyclin E peptide binding, activator screen; in the data active = normalized activity above about 1.9%;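 also: purified mutant Fbw7 with reduced substrate affinity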
Target sequence (Q969H0 whole entry, looked up): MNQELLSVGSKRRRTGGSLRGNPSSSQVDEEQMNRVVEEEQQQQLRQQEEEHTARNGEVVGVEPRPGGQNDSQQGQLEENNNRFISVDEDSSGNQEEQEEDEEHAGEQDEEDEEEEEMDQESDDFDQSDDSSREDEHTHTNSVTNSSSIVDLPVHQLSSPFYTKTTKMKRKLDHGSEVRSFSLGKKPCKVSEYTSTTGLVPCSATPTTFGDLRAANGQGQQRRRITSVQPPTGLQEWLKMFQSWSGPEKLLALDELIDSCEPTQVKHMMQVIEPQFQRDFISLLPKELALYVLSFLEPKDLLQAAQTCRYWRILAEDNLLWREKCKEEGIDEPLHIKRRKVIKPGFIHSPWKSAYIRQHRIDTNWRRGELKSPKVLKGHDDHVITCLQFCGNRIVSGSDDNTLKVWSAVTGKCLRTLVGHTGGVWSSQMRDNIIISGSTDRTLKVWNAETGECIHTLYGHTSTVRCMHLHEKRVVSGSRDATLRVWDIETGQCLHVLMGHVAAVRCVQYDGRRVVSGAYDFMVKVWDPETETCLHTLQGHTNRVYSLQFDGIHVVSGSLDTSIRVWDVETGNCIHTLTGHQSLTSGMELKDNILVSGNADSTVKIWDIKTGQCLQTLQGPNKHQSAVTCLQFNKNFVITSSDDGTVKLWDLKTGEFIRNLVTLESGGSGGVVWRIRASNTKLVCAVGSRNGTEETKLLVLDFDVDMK
GPR151 activ: activators of human GPR151, primary screen, cell-based, PathHunter beta-arrestin, luminescence; G-protein coupled receptor 151 (Homo sapiens), Q8TDV0; PathHunter beta-arrestin GPR151 cells; activation, % at 11.2 µM; 650,000 tested, 1% active; in the data active = activation above about 4.9%;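 also: 0% = median of compound wells and 100% = cells with positive control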
Target sequence (Q8TDV0 whole entry, looked up): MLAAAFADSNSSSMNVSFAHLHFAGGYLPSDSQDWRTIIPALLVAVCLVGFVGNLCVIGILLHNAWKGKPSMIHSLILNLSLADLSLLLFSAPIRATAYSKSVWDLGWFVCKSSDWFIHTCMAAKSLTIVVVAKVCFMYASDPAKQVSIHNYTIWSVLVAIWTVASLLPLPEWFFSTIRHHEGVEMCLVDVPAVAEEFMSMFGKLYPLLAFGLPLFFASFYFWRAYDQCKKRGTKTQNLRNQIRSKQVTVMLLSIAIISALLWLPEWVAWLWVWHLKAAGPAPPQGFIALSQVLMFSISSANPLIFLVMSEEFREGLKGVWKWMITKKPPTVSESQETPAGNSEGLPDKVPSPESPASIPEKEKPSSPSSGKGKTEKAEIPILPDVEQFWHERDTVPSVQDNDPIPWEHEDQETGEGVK
Active calls of the source: *; . = no result given.

SMILES | MITF inh | TEAD-YAP inh | FBW7 activator | GPR151 activ
COc1ccc(Cc2nnc(SCC(=O)N3CCCCC3)o2)cc1 | -15 | -4 | 0.5 | -0.9
O=C(Nc1ccccc1O)c1ccc(Cl)cc1Cl | 3 | -39 | 0.0 | -1.0
NC(=O)c1ccc(-c2nccc(N)n2)cc1 | 5 | 11 | 0.1 | 2.7
COc1cc2c(cc1NC(=S)Nc1ccccc1C)oc1ccccc12 | 8 | 0 | 0.1 | -0.3
C=CCNC(=O)CC(=O)NN=C1CCCCC1 | 7 | -7 | -0.1 | 3.4
CN(CC(=O)O)S(=O)(=O)c1ccc2[nH]c(=O)c(=O)[nH]c2c1 | 12 | 7 | 0.0 | -1.5
Cc1ncc(CO)c2cc(C(N)=O)c(=Nc3cccc(Cl)c3)oc12 | -1 | 11 | 0.0 | 0.5
CC(C)c1ccc(N(C(=O)c2ccc(Br)o2)C2C=CS(=O)(=O)C2)cc1 (stereo not drawn) | 0 | -29 | -0.2 | -0.3
CC(C)n1cnc2c(NC3CC3)nc(NCCCN3CCCC3=O)nc21 | 4 | -5 | -0.1 | 0.3
CSc1ccccc1NC(=O)c1cc(-c2ccc(O)cc2)on1 | 0 | -24 | 0.1 | -0.2
CCOC(=O)Cn1nnnc1CN1CCN(c2ccc(OC)cc2)CC1 | 25 | 5 | 0.1 | 0.0
COc1cc(CNC(=O)Cc2sc(C)nc2C)cc(OC)c1OC | -5 | 3 | 0.1 | -1.4
O=C(CSc1nccn1-c1ccccc1)Nc1ccc(Cl)cc1 | 7 | -33 | 0.1 | -0.8
CCOCCCn1c(=N)c(C(=O)NC)cc2c(=O)n3cc(C)ccc3nc21 | 13 | 2 | 0.0 | -0.2
CC1(OC(=O)CCc2ccccc2)C(=O)C=C2C=C(C3CC3)OC=C2C1=O (stereo not drawn) | 17 | . | 0.0 | -1.6
O=C(NCc1ccccn1)C(=O)Nc1ccccc1 | -2 | -49 | 0.0 | 0.8
O=C(NC1CCCCC1)c1cccc(N2CCCC2=O)c1 | 3 | 14 | -0.2 | 0.1
Cc1nc(C(=O)N2CCC(C(Cc3ccccc3)N(C)C(=O)c3ccccn3)CC2)cs1 (stereo not drawn) | 4 | -3 | 0.2 | 2.1
CCN(CC)Cc1c(O)c(Cl)cc2c(C)c(C)c(=O)oc12 | 16 | -4 | -0.1 | 4.3
CC1=C(C(=O)Nc2cc(C)ccc2C)C(c2ccc(Cl)c([N+](=O)[O-])c2)NC(=O)N1 (stereo not drawn) | -1 | 5 | 0.0 | 1.2
COc1cc(NC(=O)c2cnn3c2NC(c2ccc(F)cc2)CC3C(F)(F)F)cc([N+](=O)[O-])c1 (stereo not drawn) | -2 | 2 | -0.1 | 0.9
Cc1[nH][nH]c(=O)c1C(c1cccc(Cl)c1)c1c(C)[nH][nH]c1=O | 9 | 4 | -0.2 | 0.0
O=C1c2ccccc2C(NCc2cccnc2)N1Cc1cccnc1 (stereo not drawn) | -5 | -3 | 0.0 | -0.6
CCOC(=O)C(NC(=O)c1cccnc1)(Nc1ccccc1C(F)(F)F)C(F)(F)F (stereo not drawn) | 3 | 6 | 0.1 | 2.5
CCOC(=O)CCC(NC(=O)c1ccc(Br)cc1)C(=O)OCC (stereo not drawn) | -1 | -3 | -0.1 | -1.2

Next structures follow:
SMILES | MITF inh | TEAD-YAP inh | FBW7 activator | GPR151 activ
COc1ccc(/C=C2\SC(=O)N(CCC(=O)O)C2=O)cc1OC | 0 | 18 | 0.1 | -0.4
O=C(CSc1nc2ccccc2n1CCc1ccccc1)Nc1ccccc1F | 8 | -2 | 0.1 | 0.3
COCc1nnc(NC(=O)COc2cccc(C)c2)s1 | 14 | 6 | 0.7 | -0.2
COc1ccc(C2N=C(c3ccccc3)OC2=O)cc1OC (stereo not drawn) | -6 | 6 | -0.1 | 0.9
CCN(CC)c1ccc2cc(-c3nnc(Nc4ccc(C)cc4)s3)c(=O)oc2c1 | -13 | 5 | 0.0 | 0.6
O=C(c1c(O)c2cccc3c2n(c1=O)CC3)N1CCN(Cc2ccccc2)CC1 | -3 | -1 | -0.1 | -0.4
CCOc1cc(CNCC2CCCN2CC)cc(Cl)c1OCC(N)=O (stereo not drawn) | 1 | 1 | -0.1 | 0.3
COc1ccc(OCc2cc(C(=O)NCc3ccc4c(c3)OCO4)no2)c(Cl)c1 | -2 | -5 | -0.1 | 2.3
COc1ccc(/C=C/C(=O)Oc2ccccc2[N+](=O)[O-])cc1 | 18 | -3 | 0.3 | 0.9
O=C(c1ccc([N+](=O)[O-])cc1)c1cccs1 | 24 | 0 | -0.1 | -1.0
CCSc1nnc(NC(=O)c2cnc(SC)nc2C)s1 | 5 | 1 | 0.0 | 0.3
Cc1ccc(C(=O)Nc2ccc(C(=O)N3CCCCC3)cc2)cc1 | 12 | -18 | 3.4* | -2.2
COc1ccc(C2C(C(C)=O)=C(C)N=c3s/c(=C/c4ccc(Cl)cc4)c(=O)n32)cc1 (stereo not drawn) | 10 | 0 | -0.1 | 0.3
CC1=C/C(=N\Nc2ccc([N+](=O)[O-])cc2[N+](=O)[O-])CC(C)(C)C=C1 | 28 | 3 | -0.3 | 0.6
CC(=O)C1=C(C)Nc2ncnn2C1c1ccccc1[N+](=O)[O-] (stereo not drawn) | -4 | 4 | -0.1 | -0.5
COc1cc(/C=N/NC(=O)c2ccccn2)cc(I)c1O | 30 | -49 | 0.0 | -1.0
O=C(Nc1ccc([N+](=O)[O-])cc1)Nc1nc(-c2ccc(Cl)s2)cs1 | 7 | -1 | -0.1 | 1.8
CCC1C(=O)n2nc(-c3ccccc3)cc2N=C1C (stereo not drawn) | -9 | -33 | 0.1 | -4.0
Cc1cc2cc(CN(Cc3cccnc3)C(=O)C3CCC3)c3nnnn3c2cc1C | 5 | -19 | 0.0 | 0.1
COc1ccc(OC)c(C2C(C(=O)c3ccccc3)N3C=Cc4ccccc4C3C2(C#N)C#N)c1 (stereo not drawn) | 1 | -37 | 0.0 | 0.5
O=C(Nc1cccc(Br)c1)c1cc(=O)c2ccccc2o1 | -12 | 0 | 0.1 | 0.7
CC(=O)Nc1ccccc1NC(=O)COc1ccccc1Cl | 6 | 2 | 0.2 | -0.4
Cc1nc(NCC(C)(C)CN(C)C)c2nnn(Cc3ccccc3F)c2n1 | -7 | -4 | -0.3 | 0.1
O=C(Cn1nnc(-c2cccc(C(F)(F)F)c2)n1)NC(=O)NC1CCCC1 | 11 | 6 | 0.2 | 0.1
COc1ccc(C2CC(c3ccc(Cl)cc3)=NN2c2nc(-c3cc(C)ccc3C)cs2)cc1OC (stereo not drawn) | -1 | 3 | 0.1 | 0.3

As entered above:
Result for `O=C(Nc1ccccc1O)c1ccc(Cl)cc1Cl` in FBW7 activator: 0.0
Result for `Cc1[nH][nH]c(=O)c1C(c1cccc(Cl)c1)c1c(C)[nH][nH]c1=O` in MITF inh: 9

Next section.
SMILES | MITF inh | TEAD-YAP inh | FBW7 activator | GPR151 activ
Nc1c(C(=O)c2ccccc2F)sc2c1c(=O)[nH]c(=O)n2CCc1ccccc1 | -5 | 4 | -0.1 | 0.9
CN(C)Cc1ccc2c(sc3nc4n(c(=O)c32)CCCCC4)c1O | 8 | 53* | -0.1 | -1.4
NC(=O)c1cc2c(ccc3ccccc32)oc1=Nc1ccc(Cl)cc1Cl | 1 | -2 | 0.1 | -1.8
COc1ccc(CC(=O)NCCC(C)C)cc1 | 9 | 0 | -0.1 | 0.9
CCN(C(=O)c1cc2c(=O)n3ccccc3nc2n1C)c1cccc(C)c1 | 10 | 5 | -0.1 | 0.0
Cc1ccsc1/C=N\Nc1ccccc1[N+](=O)[O-] | 30 | -3 | 0.6 | -1.5
COc1ccc(C2CC(=O)C3=C(C2)NC(C)=C(C(=O)OC2CCCC2)C3c2ccccc2Cl)cc1OC (stereo not drawn) | 12 | 22 | 0.1 | 0.5
COC(=O)c1ccc(C(=O)OC)c(NC(=O)c2ccc(OC(C)=O)cc2)c1 | -3 | 10 | 0.1 | -1.0
Cc1ccn2cc(-c3ccc(NS(=O)(=O)c4cccc(F)c4)cc3)nc2n1 | 8 | -13 | 0.0 | -1.9
CCOC(=O)c1ccc(NC(=O)CN(c2ccc(Cl)cc2C)S(=O)(=O)c2ccccc2)cc1 | 11 | 0 | 0.2 | -0.7
Cc1cc(-c2ccc(/C=N/N=C3\NC(=O)CS3)o2)ccc1[N+](=O)[O-] | -1 | -6 | 0.0 | 1.5
O=[N+]([O-])c1cn(Cc2ccccc2)cn1 | 4 | -5 | 0.2 | -0.4
COc1ccc(/C=C/C(=O)Nc2cccc(F)c2)cc1 | -5 | -26 | 0.0 | -8.7
COc1ccc(N2CCN(Cc3nc4sc(C)c(C)c4c(=O)[nH]3)CC2)cc1 | 8 | 1 | 0.4 | 0.0
Cn1c(SCC(=O)N2CCCCC2)nc2cccnc21 | -12 | 6 | -0.3 | -0.7
CC(C)OC(=O)c1ccc(-c2ccc(/C=C3\C(=O)N(c4ccc(S(N)(=O)=O)cc4)N=C3C(F)(F)F)o2)cc1 | 7 | -74 | 0.2 | -0.9
c1ccc2c(c1)CC(c1nc3c(OCCN4CCOCC4)cc(-c4cn[nH]c4)cc3s1)CO2 (stereo not drawn) | 12 | 13 | 0.0 | -0.9
CCN(CC)S(=O)(=O)c1ccc(NC(=O)COc2ccc3c(C)cc(=O)oc3c2)cc1 | 16 | 3 | 0.3 | -1.6
CCC(C)C1C(C#N)=C(N)OC2=C1C(=O)CCC2 (stereo not drawn) | 5 | 7 | 0.1 | -0.6
Cc1ncn(-c2ccc(Nc3cc(Nc4ccccc4C(N)=O)ccn3)cc2)n1 | -4 | -4 | 0.0 | 0.2
COC(CNc1cc(-c2cncc(Br)c2)nc(-c2ccccc2)n1)OC | -7 | -3 | -0.1 | -0.5
CC(C)COC(=O)CSc1n[nH]c(=O)[nH]c1=O | 6 | 7 | 0.2 | -0.3
COc1cccc2cc(C(=O)Nc3ccccc3)c(=O)oc12 | 1 | -34 | 0.1 | 2.5
COc1ccccc1CNC(=O)C(=O)NCc1ccccc1OC | -5 | -2 | -0.1 | 0.1
O=C(C1CCCN(S(=O)(=O)c2ccc(Cl)cc2)C1)N1CCCCC1 (stereo not drawn) | 7 | 6 | -0.1 | 0.0

(further entries)
SMILES | MITF inh | TEAD-YAP inh | FBW7 activator | GPR151 activ
COc1cc(C(=O)NN=C2CCC(c3ccccc3)CC2)cc(OC)c1OC (stereo not drawn) | 1 | 61* | 0.1 | 0.2
COc1ccc(S(=O)(=O)NC(N)=NCCc2ccccc2OC)cc1F | 14 | 10 | 1.1 | -0.2
Cc1ccc(Nc2cc(C)nn2-c2nc(C)cc(C)n2)cc1 | 2 | 11 | -0.1 | -0.2
CCOC(=O)COc1ccc2c(-c3cc4cccc(OC)c4oc3=O)cc(=O)oc2c1 | 5 | 5 | 0.9 | 0.3
COC(=O)c1ccc(C2N=C(c3cccc(Br)c3)CC(c3ccccc3O)N2)cc1 (stereo not drawn) | 14 | -5 | 0.2 | 0.3
CC(=O)Nc1ccc(NC(=O)c2ccc3nc(Nc4ccccn4)sc3c2)cc1 | -4 | -18 | -0.1 | -11
CC(=O)c1c(C)oc2ccc(N(C(C)=O)S(=O)(=O)c3cc(C)ccc3C)cc12 | 0 | 0 | 0.0 | -0.3
CC(=O)Nc1ccc(N=Cc2ccc(OC(=O)c3cccc([N+](=O)[O-])c3)cc2)cc1 | 14 | 17 | 0.4 | -1.6
CC(=O)NC(Cc1ccc(F)cc1)C(=O)NC1CCN(S(=O)(=O)c2ccccc2)CC1 (stereo not drawn) | 22 | -6 | 0.7 | -0.7
Cc1sc2ncn(Cc3ccc(C(C)(C)C)cc3)c(=O)c2c1C | -15 | -9 | -0.1 | 0.9
O=C1CC(c2ccc(S(=O)(=O)N3CCOCC3)cc2)CN1 (stereo not drawn) | 16 | -9 | 0.5 | 4.0

Exported tab-delimited: entries from further up.
SMILES	MITF inh	TEAD-YAP inh	FBW7 activator	GPR151 activ
Cc1ncn(-c2ccc(Nc3cc(Nc4ccccc4C(N)=O)ccn3)cc2)n1	-4	-4	0.0	0.2
COC(CNc1cc(-c2cncc(Br)c2)nc(-c2ccccc2)n1)OC	-7	-3	-0.1	-0.5
CC(C)COC(=O)CSc1n[nH]c(=O)[nH]c1=O	6	7	0.2	-0.3
COc1cccc2cc(C(=O)Nc3ccccc3)c(=O)oc12	1	-34	0.1	2.5
COc1ccccc1CNC(=O)C(=O)NCc1ccccc1OC	-5	-2	-0.1	0.1
O=C(C1CCCN(S(=O)(=O)c2ccc(Cl)cc2)C1)N1CCCCC1 (stereo not drawn)	7	6	-0.1	0.0
COc1cc(C(=O)NN=C2CCC(c3ccccc3)CC2)cc(OC)c1OC (stereo not drawn)	1	61*	0.1	0.2
COc1ccc(S(=O)(=O)NC(N)=NCCc2ccccc2OC)cc1F	14	10	1.1	-0.2
Cc1ccc(Nc2cc(C)nn2-c2nc(C)cc(C)n2)cc1	2	11	-0.1	-0.2
CCOC(=O)COc1ccc2c(-c3cc4cccc(OC)c4oc3=O)cc(=O)oc2c1	5	5	0.9	0.3
COC(=O)c1ccc(C2N=C(c3cccc(Br)c3)CC(c3ccccc3O)N2)cc1 (stereo not drawn)	14	-5	0.2	0.3
CC(=O)Nc1ccc(NC(=O)c2ccc3nc(Nc4ccccn4)sc3c2)cc1	-4	-18	-0.1	-11
CC(=O)c1c(C)oc2ccc(N(C(C)=O)S(=O)(=O)c3cc(C)ccc3C)cc12	0	0	0.0	-0.3
CC(=O)Nc1ccc(N=Cc2ccc(OC(=O)c3cccc([N+](=O)[O-])c3)cc2)cc1	14	17	0.4	-1.6
